# FUS yeast rescue: FUS proteinopathy suppression in yeast. S. cerevisiae FUS-expressing, growth rescue, OD600, 24 h. Potency, µM (titrated, usually from 76.6 µM), inactives show top-dose growth rescue (activation), usual class: activators. 390,000 compounds, 0.24% hits. AID 1347120;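 also: potency is read from the fitted curve at half-maximal effect; plate controls were DMSO vehicle for no effect and reference control for full effect; nearly all actives have a fitted effect of over 55% in size; some results filed as inactive show a strong effect at the top dose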
#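 Steps: raffinose overnight preculture; dilution to OD 0.005 in 2% galactose minimal medium; compound addition (concentration series); 24hr at 30C, 99% humidity; absorbance read at 600 nm.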
# aSyn yeast inh: inhibitors of alpha-synuclein toxicity in yeast | 370,000 compounds, 0.14% hits | Potency, µM (series often up to 46.1 µM), inactives show at the highest dose growth rescue (activation), hits mostly activators | AID 652106 | Yeast expressing alpha-synuclein, growth rescue, BacTiter-Glo, 24 h; also: potency is read from the fitted curve at half-maximal effect; % of control where 0% means no effect; nearly all actives have a fitted effect of over 65% in size
#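 Rescue of yeast growth: cells expressing toxic alpha-synuclein, induced in galactose at OD600 0.02, incubated with compound 24 h at 30 C. ATP luminescence quantified growth; inhibitors of toxicity appear as activators.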
# EPAC2 antagonist: EPAC2 (human) antagonism; AID 720708; Potency, µM (titrated, usually from 114 µM), inactives show top-dose activity, negative = inhibition, actives largely listed as inhibitors; 360,000 compounds, 0.18% hits; Q8WZA2; EPAC2 GEF exchange of Rap1B-BODIPY-GDP, fluorescence; also: potency is read from the fitted curve at half-maximal effect; % is scaled to controls: 0 for no effect and ±100 for the full control effect; nearly all actives have a fitted effect of over 45% in size; many of its hits are not listed in these tables
# Target sequence (Q8WZA2 whole entry, looked up): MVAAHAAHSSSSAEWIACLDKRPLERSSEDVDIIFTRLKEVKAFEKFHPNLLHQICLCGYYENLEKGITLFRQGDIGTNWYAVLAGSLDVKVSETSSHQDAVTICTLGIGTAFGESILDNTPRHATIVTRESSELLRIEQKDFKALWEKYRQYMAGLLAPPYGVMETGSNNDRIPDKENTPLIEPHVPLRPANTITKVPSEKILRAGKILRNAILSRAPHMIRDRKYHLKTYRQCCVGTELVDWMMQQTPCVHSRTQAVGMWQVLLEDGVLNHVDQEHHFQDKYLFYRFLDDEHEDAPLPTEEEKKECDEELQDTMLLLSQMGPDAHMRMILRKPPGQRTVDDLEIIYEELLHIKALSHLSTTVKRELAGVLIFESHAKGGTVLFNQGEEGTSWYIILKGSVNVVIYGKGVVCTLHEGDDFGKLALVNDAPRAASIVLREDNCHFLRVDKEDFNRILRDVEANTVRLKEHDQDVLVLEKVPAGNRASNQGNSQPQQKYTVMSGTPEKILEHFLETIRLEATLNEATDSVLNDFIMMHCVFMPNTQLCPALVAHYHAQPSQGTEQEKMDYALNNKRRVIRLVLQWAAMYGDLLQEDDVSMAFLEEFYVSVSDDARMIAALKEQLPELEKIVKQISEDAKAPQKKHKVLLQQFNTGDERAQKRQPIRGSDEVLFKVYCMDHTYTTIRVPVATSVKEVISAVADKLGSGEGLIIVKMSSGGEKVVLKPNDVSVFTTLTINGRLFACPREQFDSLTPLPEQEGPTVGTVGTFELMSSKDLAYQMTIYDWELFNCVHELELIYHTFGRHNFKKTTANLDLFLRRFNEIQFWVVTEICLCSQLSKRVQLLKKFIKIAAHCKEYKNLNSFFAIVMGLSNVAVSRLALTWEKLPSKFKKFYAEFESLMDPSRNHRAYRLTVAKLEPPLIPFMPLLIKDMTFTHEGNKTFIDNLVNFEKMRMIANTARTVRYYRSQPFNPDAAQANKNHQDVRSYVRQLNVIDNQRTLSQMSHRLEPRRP
# DRD3 antagonist: antagonists of human D3 dopamine receptor; D3R cells, DiscoveRx beta-arrestin luminescence, antagonist mode; stronger effect = lower value; max response, negative = inhibition, %; 360,000 compounds, 2.5% hits; in the data active = max response below about -50%; inconclusive = no clear call, values can overlap the other calls; also: % is scaled to controls: 0 for no effect and ±100 for the full control effect; mostly tested at two doses, the higher about 12 µM
#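 Cells expressing the human receptor were seeded at 1500 cells/well, incubated overnight at 37 degrees C in 5% CO2, then exposed to library compounds with dopamine controls for 90 minutes at 37 degrees C before luminescent detection.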
# EPAC2 agonist: EPAC2 (human) agonism | 360,000 compounds, 0.079% hits | Q8WZA2 | Potency, µM (titrated, usually from 154 µM), inactives show top-dose activation, most hits filed as activators | EPAC2 activation, biochemical qHTS; response scale: 100% = 6.5 mM cAMP response | AID 720711; also: potency is read from the fitted curve at half-maximal effect; nearly all actives have a fitted effect of over 50% in size
#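 Exchange assay: 100 nM EPAC2 with 250 nM Rap1B-BODIPY-GDP and 50 uM GDP. Fluorescence (ex 480/em 540 nm) read every 5 min for 30 min at room temperature. Data normalized to 6.5 mM cAMP as agonist control.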
# TDP43 rescue: TDP-43 toxicity inhibition in yeast. TDP-43 expressing yeast growth rescue, BacTiter-Glo, 24 h. Potency, µM (highest dose often 46.1 µM), for inactives: at the top dose growth rescue (activation), most hits filed as activators. 410,000 compounds, 1.8% hits. AID 652104; also: potency is read from the fitted curve at half-maximal effect; % of control where 0% means no effect; nearly all actives have a fitted effect of over 50% in size
#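 Readout is BacTiter-Glo luminescence of cell growth, so inhibitors register as activators. TDP-43-expressing yeast at OD600=0.02 in galactose medium, after raffinose pregrowth to mid-log, were incubated with compound for 24 hr at 30 deg C.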
# D3 ag: D3 dopamine receptor (human) agonism; max activation, %; 410,000 compounds, 0.58% hits; AID 652048; D3R DiscoveRx beta-arrestin cells, luminescence, 90 min; in the data active = max activation above about 30%; also: 0% is about no effect; mostly tested at two doses, the higher about 12 µM
#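 Agonist mode: compounds and dopamine controls were applied to plated cells for 90 min at 37 degrees C after an overnight attachment at 1500 cells/well. Luminescent read-out followed 30 - 60 minutes at room temperature with DiscoveRx detection reagent.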
# Abeta rescue: restores growth of yeast expressing A-beta42 peptide; yeast expressing A-beta42, growth rescue, OD600, 48 h; response scale: 0% DMSO, 100% iron-clioquinol control; Potency, µM (series often up to 46.1 µM), inactives show at the top dose growth rescue, most hits filed as activators; 410,000 compounds, 0.063% hits; AID 1347071; also: potency is read from the fitted curve at half-maximal effect; nearly all actives have a fitted effect of over 55% in size
#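 Yeast A-beta toxicity model in growth medium with pinned compounds, 48 h at 30 C; growth read as absorbance at 600 nm. Normalized to FeCl3/clioquinol equimolar mix (positive) and DMSO (negative).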
# * = called active by the depositor; ? = inconclusive; . = not tested or not shown; [ ] = dose if it differs, or a comment. Unless noted, calls follow the shape of the dose curve; as a rule, active = well fitted curve in the direction sought with a large enough effect; inconclusive = small, poorly fitted or top-dose-only effect, or another doubt; inactive = no such curve, though single readings can be large; an effect the other way counts as inactive or inconclusive.
SMILES,FUS yeast rescue,aSyn yeast inh,EPAC2 antagonist,DRD3 antagonist,EPAC2 agonist,TDP43 rescue,D3 ag,Abeta rescue
O=C(CCCc1ccccc1)Nc1ccnn1C1CCN(Cc2ccc(CO)o2)CC1,.,-5%,-2%,-11,8%,-9%,-10,4%
COCC(=O)N1CCCC(C(=O)c2ccc3c4c(cccc24)CC3)C1 (stereo not given),3%,6%,9%,14,-5%,5%,-7,-5%
Cc1cccc(C(=O)NC(=S)NNC(=O)COc2ccc(Cl)cc2)c1,19%,?,-2%,-20,7%,?,-4,-66%[inhibitor]
O=C(O)CNc1nc(Cl)ccc1[N+](=O)[O-],9%,6%,5%,-12,-12%,14%,1,-13%
O=c1c2cn[nH]c2[nH]c(=S)n1-c1ccccc1F,11%,0%,-1%,13,0%,0%,-6,-4%
Cc1[nH]c(=O)[nH]c(=O)c1S(=O)(=O)N(CC(C)C)CC(C)C,-7%,-1%,14%,4,-2%,-9%,-6,-11%
CCOC(=O)C1(CCOc2ccccc2)CCN(Cc2cccc(OC)c2)CC1,-4%,-1%,-10%,-21,12%,0%,-12,4%
Cc1ccccc1CNC(=O)c1ccc(Cn2c(SCc3cccc(F)c3)nc3cccnc32)cc1,?,.,.,.,.,20%,-11,15%
CNc1nnc(-c2ccc(C)cc2)c2ccccc12,28%,-3%,-19%,-20,2%,-23%,-11,-10%
CCOC(=O)C1CCN(C(=O)c2ccc(Cl)c(NC3=NC4CS(=O)(=O)CC4S3)c2)CC1 (stereo not given),-22%,1%,-1%,3,1%,6%,0,10%
C=CCNc1nc(Cl)nc(Nc2ccc(OCC)cc2)n1,-31%,1%,0%,15,-1%,12%,3,6%
COCCNc1oc(-c2cccs2)nc1S(=O)(=O)c1ccc(C)cc1,16%,16%,-5%,-3,12%,-7%[9.22 µM],-8,-3%
O=C(NCCc1ccc(Cl)cc1)C(=O)Nc1cc2c3c(c1)CC(=O)N3CCC2,38%,-1%,11%,7,-6%,15%,5,2%
O=C(c1ccc(Cn2cc([N+](=O)[O-])cn2)o1)N1N=C(C(F)F)CC1(O)C(F)F (stereo not given),12%,-9%,9%,-15,3%,0%,-10,-10%
COc1cc(NC(C)=O)ccc1NC(=O)c1cc2ccccc2o1,13%,-1%,-3%,8,3%,1%,6,-14%
COc1ccc(-n2nnnc2/C(=C/N(C)C)C(=O)c2ccccc2)cc1,12%,2%,3%,1,7%,8%,3,-3%
Oc1ccc(-c2csc(-c3cccnc3)n2)c(O)c1,-5%,-2%,1%,6,3%,9%[9.22 µM],-1,-15%
CNC[C@H]1Oc2c(NS(=O)(=O)c3cccs3)cccc2C(=O)N([C@H](C)CO)C[C@@H]1C,-17%,-2%,2%,-19,0%,-3%,-19,8%
O=C(NCCCN1CCCCC1)c1ccc2c(c1)ncn2C1CCCC1,28%,-1%,-1%,-2,8%,-7%,-3,5%
COc1ccc(/C=C2/SC(c3ccc(C)cc3)=NC2=O)cc1OC,?,14%,11%,-9,9%,-10%,-11,-28%
O=C1OC(=O)c2c(Br)c(Br)c(Br)c(Br)c21,-30%,-5%,-1%,32,6%,17%,3,-15%
Cc1nnc(N2CCC(C(=O)N3CCCCCC3)CC2)c2nn(-c3ccc(Cl)cc3)c(C)c12,7%,-14%,7%,?,-1%,-29%,-5,-19%
CC1(C)CC(=O)C2=C(C1)N=C1SCCC(=O)N1C2c1ccc(C(F)(F)F)cc1 (stereo not given),34%,-1%,-16%,-94*,-11%,-6%,6,20%
CCN(C[C@H]1N[C@@](CC)(C(=O)OC)[C@H]2C(=O)N(Cc3ccccc3)C(=O)[C@@H]12)S(=O)(=O)c1ccccc1,14%,0%,-4%,25,5%,17%,7,6%
Cc1nn2c(-n3ccnc3C)c3c(nc2c1-c1ccccc1)CCC3,-12%,-7%,5%,9,-4%,-12%,2,9%
# (further entries)
SMILES,FUS yeast rescue,aSyn yeast inh,EPAC2 antagonist,DRD3 antagonist,EPAC2 agonist,TDP43 rescue,D3 ag,Abeta rescue
CN(CC(=O)Nc1c(Cl)cccc1Cl)C(=O)c1cc(-c2cccs2)nn1-c1ccccc1,.,-8%,-1%,7,4%,13%,2,-5%
Cc1ccccc1Nc1cc(C(=O)NCC2CCCO2)c2ccccc2n1 (stereo not given),6%,1%,-1%,14,-1%,?,1,11%
CN(C)C(=O)N1CCC(C(=O)NC2CCCCCCC2)CC1,3%,0%,3%,-20,8%,-17%,2,8%
CC(=O)OCc1cc2cc(C)ccc2[nH]c1=O,18%,-7%,1%,-16,7%,-4%,-3,-11%
Nc1ccc2nc(CCCCCCc3nc4ccc(N)cc4[nH]3)[nH]c2c1,20%,0%,-10%,-3,-5%,-14%[1.82 µM],13,9%
C=CCC(=O)N1CCC(n2nccc2NC(=O)CCOc2ccccc2)CC1,7%,0%,-2%,-22,4%,-7%,-6,-3%
COc1ccc(NC(=S)NN2CCN(C)CC2)cc1,17%,-9%,23%,-27,9%,-8%,0,0%
O=C(Cn1nc(-c2ccccc2F)ccc1=O)Nc1ccc(S(=O)(=O)N2CCCCCC2)cc1,.,-5%,-2%,6,8%,-6%,-3,-8%
COC(=O)c1ccc(CN2CCCC(C(=O)Nc3cccc(-n4cccn4)c3)C2)cc1 (stereo not given),16%,9%,-1%,-14,3%,2%,-18,-8%
Cc1cnn(-c2ccc3nnc(-c4ccc(Cl)cc4)n3n2)c1,-3%,-7%,9%,-8,1%,-9%,1,-8%
CCC1=NN2C(=N)/C(=C\c3ccc(OCCOc4ccc(NC(C)=O)cc4)cc3)C(=O)N=C2S1,13%,2%,9%,48,5%,0%,0,-1%
COc1cccc(-c2nc(CS(=O)(=O)CC(=O)Nc3c(C)cc(C)cc3C)c(C)o2)c1,1%,.,.,.,.,9%,-4,-15%
CCC(=N\NC(=O)COc1ccccc1OC)/C(CC)=N/NC(=O)COc1ccccc1OC,-6%,-17%,1%,26,2%,20%,1,-3%
CCOc1ccc(C2CC(=O)Nc3c2c(=O)[nH]c2ncnn32)cc1 (stereo not given),4%,2%,.,.,.,-4%,-11,-13%
COc1ccccc1Cc1c(-c2ccc(OC)c(OC)c2)nc2c3ccccc3ccn12,?,4%,-1%,21,6%,11µM*,0,-6%
Cc1ccc2cc3cc(C(=O)NCc4ccc5c(c4)OCO5)oc3nc2c1,32%,3%,-14%,0,13%,19%,-7,10%
NNc1nc2ccccc2nc1C(F)(F)F,-14%,?,15%,2,2%,0%,-7,-17%
Cc1cc(C)n(CCCNC(=O)COc2ccc([N+](=O)[O-])cc2)n1,-7%,8%,-14%,5,3%,14%,-5,-6%
N#Cc1ccc(-c2nc3ccc(Cl)cn3c2Cc2cccc(Cl)c2)cc1,35%,-2%,9%,13,6%,13%,-4,-8%
S=C1NC[C@H](Cc2cccc3ccccc23)N1CC1CCCCC1,31%,18%,-5%,-28,7%,5%,-5,15%
NC(=O)C1CCN(C(=O)c2ccc(OCC(=O)Nc3cccc(C(F)(F)F)c3)cc2)CC1,6%,3%,14%,29,3%,14%,12,8%
COc1cccc(OCC(O)CN2CCN(C(c3ccccc3)c3ccccc3)CC2)c1 (stereo not given),30%,13%,-5%,?,6%,8%,-17,?
CC(C)N(Cc1ccccc1)C(=S)NCc1ccccc1,5%,5%,-18%,1,4%,?,-5,?
COc1ccc(CC(=O)N/N=C(\C)CC(=O)Nc2ccc(N(C)C)cc2)cc1OC,12%,11%,-1%,-9,6%,-13%,-1,1%
COc1cc(OC)c(C(=O)OCC(=O)N2CCN(S(=O)(=O)c3ccc(C)cc3C)CC2)cc1OC,.,10%,-9%,24,-3%,10%,-2,7%

# Looked up above:
# Entry of NNc1nc2ccccc2nc1C(F)(F)F in Abeta rescue: -17%
# Entry of COC(=O)c1ccc(CN2CCCC(C(=O)Nc3cccc(-n4cccn4)c3)C2)cc1 (stereo not given) in Abeta rescue: -8%

# (cont.)
SMILES,FUS yeast rescue,aSyn yeast inh,EPAC2 antagonist,DRD3 antagonist,EPAC2 agonist,TDP43 rescue,D3 ag,Abeta rescue
COc1cc(NC(=S)N2CCN(C)CC2)c(OC)cc1Cl,-12%,7%,-1%,12,7%,14%,0,-14%
Cc1cccc(C(=O)Nc2nccs2)c1[N+](=O)[O-],.,-3%,-1%,-6,0%,19%,4,-2%
C=CCn1c(-c2cc(OC)cc(OC)c2)n[nH]c1=S,-5%,0%,-1%,-59*,-1%,-9%,-1,19%
Cc1ccc(Oc2ncccc2NC(=O)CCCC(=O)O)c2c1CCC2,7%,3%,-9%,-3,4%,0%,-7,-8%
Nn1c(SCCOc2ccc(Cl)cc2)nnc1-c1cccnc1,27%,-2%,-4%,-2,10%,0%,1,4%
NC1=C(c2ccc([N+](=O)[O-])cc2)C(=O)CO1,-4%,0%,4%,3,-1%,4%,4,-13%
O=C(CCNc1cc(Cl)cc(Cl)c1)c1ccco1,33%,16%,-8%,8,8%,16µM*,-1,-3%
COc1ccc(/C=C/C(=O)NC(=S)Nc2ccc(S(=O)(=O)Nc3ccc(OC)nn3)cc2)cc1,.,0%,3%,-22,6%,0%,-2,11%
CCCc1nc2ccc(C)cn2c1Cc1cccc(Cl)c1,-17%,5%,?,37,5%,23%,6,-14%
C[C@@H](NC(=O)c1ncn(C)c1C(=O)N[C@H](C)c1ccccc1)c1ccccc1,35%,-1%,-1%,-19,21%,3%,1,-22%
COc1ccccc1Nc1nc(NCC(C)C)nc(N)c1[N+](=O)[O-],0%,18%,-8%,-6,9%,?,-3,-29%
O=C(Cc1ccccc1)NC(=S)Nc1ccc2oc(-c3ccccc3F)nc2c1,?,-13%,13%,?,0%,14%,3,6%

# Fetched by structure from above:
SMILES,FUS yeast rescue,aSyn yeast inh,EPAC2 antagonist,DRD3 antagonist,EPAC2 agonist,TDP43 rescue,D3 ag,Abeta rescue
Nn1c(SCCOc2ccc(Cl)cc2)nnc1-c1cccnc1,27%,-2%,-4%,-2,10%,0%,1,4%
NC1=C(c2ccc([N+](=O)[O-])cc2)C(=O)CO1,-4%,0%,4%,3,-1%,4%,4,-13%
C[C@@H](NC(=O)c1ncn(C)c1C(=O)N[C@H](C)c1ccccc1)c1ccccc1,35%,-1%,-1%,-19,21%,3%,1,-22%
Cc1cccc(C(=O)Nc2nccs2)c1[N+](=O)[O-],.,-3%,-1%,-6,0%,19%,4,-2%

# Some of the compounds tested (hit frequency here may not be typical).
